PglD inh: inhibitors of Campylobacter jejuni PglD acetyltransferase. AID 602405. 360,000 tested, 0.098% active. purified PglD enzyme, DTNB colorimetric CoA detection. inhibition, % at 12.5 µM; in the data active = inhibition above about 16%, passing the limit was not always enough; inconclusive = no clear call, values can overlap the other calls; also: strong numbers were not always called active
E-selectin induc: E-selectin induction on HUVECs. HUVEC E-selectin immunofluorescence imaging; normalized: neutral wells 0, TNF-alpha wells 100. AID 686992. 260,000 tested, 0.37% active. activation, % at 7.58 µM;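 active = mean E-selectin-positive cell signal at least 10% of the positive control, reached in at least 60% of replicates, without over 20% cell loss; inconclusive = no rule given, readout overlaps actives, possibly toxicity-flagged; inactive = the rest, including those meeting only one limit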;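 also: in these data hits start at about 27%; measured in HUVEC primary endothelial cells; signal is the percent of cells scored E-selectin positive by PE staining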
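System: HUVEC, human umbilical vein endothelial cells; quantity: 3,000 cells/well; buffer or medium: EGM-2 medium, gelatin-coated wells; dosing: single-point compound dose; detection: immunofluorescence imaging; evaluation: % PE-positive cells; benchmarks: TNF-alpha, DMSO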
ARNT-TACC3 inh: disrupts binding between human ARNT and TACC3; AlphaScreen His-ARNT PAS-B/GST-TACC3 binding, luminescence; TACC3 fragment carries E629A point mutation; inhibition, % at 9.99 µM; 390,000 tested, 0.66% active;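 active = mean inhibition of replicates at least 50% and at least half of replicates each reaching 50%; inconclusive = half or more replicates reach 50% but mean below 50%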;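 also: 0% = complete ARNT plus TACC3 wells and 100% = ARNT alone without TACC3; many hits fall short of the cut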
CASP6 VEID inh: inhibitors of human caspase-6; inhibition, % at 12.5 µM; purified caspase-6, Z-VEID-R110 cleavage fluorescence; 350,000 tested, 0.53% active; P55212;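 active = mean inhibition across replicates at least about 35%, with every replicate also reaching that limit, limit read from the data; inconclusive = only one of the two criteria met; inactive = neither criterion met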;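 also: 0% = median of neutral control wells and 100% = no fluorescence left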
Target sequence (P55212 24-179 limits assumed): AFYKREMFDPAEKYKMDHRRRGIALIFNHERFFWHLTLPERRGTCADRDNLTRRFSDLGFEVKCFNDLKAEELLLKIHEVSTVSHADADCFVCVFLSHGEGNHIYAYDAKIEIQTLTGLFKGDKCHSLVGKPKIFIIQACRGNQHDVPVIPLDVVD
Target sequence (P55212 194-293 limits assumed): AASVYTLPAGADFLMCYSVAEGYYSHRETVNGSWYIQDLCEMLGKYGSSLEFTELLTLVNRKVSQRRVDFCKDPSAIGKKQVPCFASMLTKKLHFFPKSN
RAD52 inh: blocks human RAD52 DNA annealing | recombinant RAD52 DNA annealing, FRET fluorescence | inhibition, % at 18.7 µM | 360,000 tested, 0.46% active | AID 651710;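 active = every replicate showing at least 50% inhibition; inconclusive = mean inhibition at least 50% but not in every replicate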
Target sequence (P43351 whole entry, looked up): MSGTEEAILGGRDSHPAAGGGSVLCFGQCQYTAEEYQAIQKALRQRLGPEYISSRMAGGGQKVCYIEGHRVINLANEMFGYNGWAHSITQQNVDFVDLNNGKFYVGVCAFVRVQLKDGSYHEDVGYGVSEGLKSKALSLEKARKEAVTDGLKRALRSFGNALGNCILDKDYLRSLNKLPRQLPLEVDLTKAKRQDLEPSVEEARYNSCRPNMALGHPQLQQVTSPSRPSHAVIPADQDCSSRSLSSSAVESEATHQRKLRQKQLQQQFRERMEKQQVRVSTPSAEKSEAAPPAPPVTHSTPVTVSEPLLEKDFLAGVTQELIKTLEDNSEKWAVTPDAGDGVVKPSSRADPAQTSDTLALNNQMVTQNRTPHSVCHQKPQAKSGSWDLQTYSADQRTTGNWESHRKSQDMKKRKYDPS
ERp5 inh: inhibitors of human ERp5. inhibition, % at 9.99 µM. 350,000 tested, 0.05% active. AID 651711. ERp5 insulin aggregation, absorbance 650 nm, 90 min. Q15084;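 active = mean replicate inhibition above about 25%, with every replicate also reaching it, limit read from the data, passing the limit was not always enough; inconclusive = only one of those two criteria met; inactive = neither criterion met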
RAD54 branch: inhibitors of human RAD54 branch migration; Q92698; inhibition, % at 10.4 µM; RAD54 Holliday junction branch migration, FAM/BHQ fluorescence; 360,000 tested, 0.14% active;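 active = mean normalized replicate activity at least 40 and at least half of replicates scoring 40 or more; inconclusive = only one of the two criteria met; inactive = mean below 40 and under half of replicates reaching 40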;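 also: 0% = median of neutral control wells and 100% = median of positive control wells; inhibitors cause a drop in the FAM fluorescence signal; in these data hits start at about 50%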
esBAF inh: SWI/SNF esBAF complex inhibition. reporter increase, % at 12.5 µM. 350,000 tested, 2% active. mouse ES cells, Bmi1-luciferase knock-in reporter, 24 h; 100% = twice the neutral-well signal. AID 602393; in the data active = activation above about 40%; inconclusive = no clear call, values can overlap the other calls;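 also: 0% = median of the plate's neutral control wells and 100% = double that signal; a rise in the Bmi1 reporter signal indicates esBAF inhibition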
Numbers without * were called inactive; ? = inconclusive; / = not tested or not shown. Random draw from the library (roughly 3.2% active in at least one column).

mol	PglD inh	E-selectin induc	ARNT-TACC3 inh	CASP6 VEID inh	RAD52 inh	ERp5 inh	RAD54 branch	esBAF inh
CCn1cc(C(=O)NCCCN2CCC(C)CC2)c(=O)c2cc(S(=O)(=O)N3CCOCC3)ccc21	-5	8.5	-22	-10	-7	0	-11	-5
COC(=O)c1ccc(N2CCN(c3ccccc3)CC2)c(NC(=O)C2CC2)c1	-5	/	-1	/	/	/	10	-1
CCOC(=O)CCCc1c[nH]c2ccccc12	4	/	-2	/	/	/	6	-6
CCCCOc1ccc(N2C(=O)C(C)CNC2=S)cc1 (centres undefined)	/	0.0	-1	/	-38	2	/	/
COc1cccc(SCC(=O)N2CCN(c3ccccc3)CC2)c1	7	/	-3	4	-12	/	-8	10
C=CCn1c(Cc2ccc(OC)cc2)nnc1SCC(=O)c1cccc([N+](=O)[O-])c1	1	/	-1	/	/	/	0	2
CCOc1ccc(CCN2C(=O)C(=O)N([C@@H](Cc3ccc(O)cc3)CN3CCC[C@H]3CN3C(=O)C(=O)NC[C@@H]3Cc3ccc(O)cc3)C[C@@H]2Cc2ccccc2)cc1	/	-0.2	/	1	-12	-2	/	/
Nn1c(COc2ccccc2)nnc1SCC(=O)O	3	/	-5	/	/	/	-13	-7
O=C1NC[C@H](Cc2ccc(O)cc2)N(CCc2cccc(F)c2)C1=O	/	-0.1	/	0	-13	2	/	/
CSc1ccc(-c2nnn(Cc3ccccn3)n2)cc1	-3	/	-1	/	/	/	-3	51*
CCCc1cn(CC[C@@H]2CC[C@H](NC(=O)CCN3CCCCC3)[C@H](CO)O2)nn1	-1	-0.1	10	0	1	-4	3	-3
CCn1c(-c2ccccc2)c(C(=O)O)c2ccccc21	-2	/	-8	/	/	/	-1	1
CCCn1c2ccccc2c2nnc(SCC(=O)OCC)nc21	-2	/	-2	/	/	/	6	-4
CN(CC(=O)Nc1ccc(F)cc1)CC(=O)N1CCc2ccccc21	-2	2.6	-6	3	-16	4	0	-6
CCN(CC)CCN(C(=O)c1ccc(C(=O)c2ccccc2)cc1)c1nc2cc3c(cc2s1)OCO3	-6	0.1	11	1	-13	3	-1	11
COc1ccc(CN2CCN(CC=C(C)C)C(CCO)C2)cc1Cn1cncn1 (centres undefined)	/	/	-10	-3	-4	-1	/	-6
CCN(CC(=O)NCc1ccc(F)cc1)C(=O)COc1ccccc1[N+](=O)[O-]	-2	-0.2	0	-3	-23	8	-8	-4
Cc1ccc(S(=O)(=O)N(C)/N=C/C=C/c2ccccc2)cc1	2	-0.2	-5	/	/	/	5	/
CCCCNC(=O)c1ccc(CS(=O)(=O)c2ccc(C)cc2)o1	18	?	1	9	-23	-1	-1	3
C[C@H](CO)N1C[C@H](C)[C@@H](CN(C)C(=O)Nc2ccccc2)Oc2ccc(NS(=O)(=O)c3ccc(F)cc3)cc2CC1=O	11	0.1	6	-3	-8	-1	6	-2
Cn1cccc1CC(=O)N/N=C/c1cccc2ccccc12	-2	/	3	/	/	/	2	10
CCOC(=O)c1[nH]c2ccccc2c1NC(=S)Nc1ccccc1	0	0.5	1	6	-2	-3	0	36
CS(=O)(=O)N1[C@@H]2c3ccc(-c4ccccc4)c(=O)n3C[C@H]1[C@H](CO)[C@H]2C(=O)NCC1CC1	-1	0.1	-3	-2	-6	2	-3	2
CCc1nc2c(OCc3ccc(C#N)cc3)cccn2c1N(C)C(=O)c1ccco1	8	-0.1	/	/	-33	0	1	0
CCOC(=O)C1CCN(C(=O)c2cc3cc(C)ccc3[nH]2)CC1	6	0.4	-5	5	-3	4	1	19
Cc1ccccc1-n1c(SCC(=O)N2CCN(c3ccccc3)CC2)nnc1-c1ccncc1	5	/	1	/	/	/	-7	-6
CC1(C)O[C@@H]2[C@H](O1)[C@@H](COS(=O)(=O)O)O[C@H]2n1ccc(=O)[nH]c1=O	3	-0.1	5	-3	-4	-2	6	-8
O=C(Cn1nc(Cc2cccnc2)c2ccccc2c1=O)N1CCN(C(=O)c2ccco2)CC1	-3	0.0	/	0	-8	4	-1	-5
O=C(CSCC(=O)N1CCOCC1)Nc1nc(-c2ccc3c(c2)OCO3)cs1	0	0.1	37	3	-7	7	8	54*
CO[C@@H]1CN(C)C(=O)c2ccc(NC(=O)c3ccccn3)cc2OC[C@@H](C)N(C(=O)C2CC2)C[C@H]1C	5	/	57*	3	/	0	-10	3
CN(C(=O)c1cccc(NC(=O)Cc2ccc(NC(=O)C3CCCN(C(=O)CCc4ccccc4)C3)cc2)c1)C1CCCC1 (centres undefined)	1	-2.2	-3	-5	-54	0	4	-6
C[C@@H]1CN([C@@H](C)CO)S(=O)(=O)c2ccc(C3=CCCCC3)cc2O[C@H]1CN(C)Cc1cncnc1	-1	0.0	10	2	-2	-6	1	1
CCN1[C@H](C(=O)OC)[C@@H](CO)[C@@H]2Cn3c(ccc(-c4cccc(OC)c4)c3=O)[C@@H]21	0	0.1	/	/	/	/	-1	-5
O=C(Cc1ccccc1)NC1(O)C(=O)c2ccccc2C1=O	-1	/	/	25	8	2	0	-7
O=C(NCC(c1ccco1)N1CCOCC1)c1cccc([N+](=O)[O-])c1 (centres undefined)	0	/	2	3	-5	-3	-8	1
OC(CN1CCN(c2ccccn2)CC1)Cn1c2ccc(Cl)cc2c2cc(Cl)ccc21 (centres undefined)	-1	/	-84	/	/	/	-5	-10
CC(C)C[C@H]1COCc2cn(nn2)CC[C@H](Cc2ccccc2)C(=O)N1	/	0.0	/	-2	4	-1	/	/
Cc1noc(C)c1NC(=O)N(C)C[C@@H]1Oc2ccc(N(C)C)cc2CC(=O)N([C@@H](C)CO)C[C@@H]1C	-4	0.1	0	1	1	13	8	-2
COc1ccc(NC(=O)N(C)C[C@H]2Oc3ccc(NC(=O)Nc4c(C)noc4C)cc3C(=O)N([C@@H](C)CO)C[C@@H]2C)cc1	-1	-2.7	4	/	/	/	4	0
Cc1noc(C)c1NC(=O)Nc1ccc2c(c1)C(=O)N([C@H](C)CO)C[C@H](C)[C@@H](CN(C)Cc1ccc(C(=O)O)cc1)OCCCC[C@@H](C)O2	1	0.3	-5	/	/	/	-5	3
COc1ccccc1C(=O)NNC(=O)c1ccc(Br)o1	-1	0.4	5	0	-4	-2	3	/
COc1ccc(NC(=O)Nc2ccc3c(c2)C(=O)N([C@@H](C)CO)C[C@H](C)[C@@H](CN(C)Cc2ccc4c(c2)OCO4)O3)cc1	-2	3.7	/	0	3	1	4	-7
O=C(NCCN1CCOCC1)c1ccccc1Cl	-7	0.1	8	-2	-4	2	-3	0
O=C(NCCC1=CCCCC1)C1CCCN(S(=O)(=O)c2cccc3cccnc23)C1 (centres undefined)	6	0.0	/	0	-11	-3	-2	2
CCOC(=O)C(Cc1ccccc1)NC(=O)Cn1nnc(-c2ccccc2)n1 (centres undefined)	-2	/	-5	/	/	/	1	0
Cc1ccc(S(=O)(=O)N[C@H]2CC[C@@H](CC(=O)NCc3ccccc3F)O[C@H]2CO)cc1	1	1.8	-7	0	-12	-1	0	4
CC1=CC(C)(C)N(C(=O)CSc2nnc(C)s2)c2ccc(C)cc21	2	/	5	-1	1	-9	-17	-7
CCN(CC)S(=O)(=O)c1ccc(C(=O)Nc2ccc(C(F)(F)F)n(C)c2=O)cc1	-2	0.3	-5	-3	-10	-1	-26	-9
COc1ccc(CNC(=O)[C@@H]2CC=C[C@@H]3CCN(C4CC4)C(=O)[C@@H]32)cc1	-6	-0.1	-5	0	-1	-8	-8	-2
CC(C)(C)NC[C@@H](O)COc1cccc2c1CCCC2=O	6	-0.3	-4	0	-6	-1	-2	0
O=C(C[C@H]1CC[C@@H]2[C@H](COC[C@@H](O)CN2S(=O)(=O)c2cccc(Cl)c2)O1)N1CCCCC1	-5	-0.1	-11	/	/	/	8	0
O=C(Nc1nc2ccccc2[nH]1)C1CCCC1	8	-1.5	-1	-2	2	0	0	38
CCOC(=O)c1c(NC(=O)c2cccs2)sc(C(=O)N2CCOCC2)c1C	10	6.9	23	5	-16	-3	-6	-1
c1ccc(Cn2ccnc2SCc2nnc(-c3ccccc3)o2)cc1	-3	/	1	0	-3	5	-1	-2
O=C(CSc1nnnn1Cc1ccccc1)NCC(=O)c1ccccc1	-1	/	-4	/	/	/	14	-2
COc1cc(O)c(C(CCN2CCN(c3ccccc3)CC2)c2ccc(N(C)C)cc2)c(OC)c1 (centres undefined)	-6	/	1	0	-7	-2	3	1

Continuation.
mol	PglD inh	E-selectin induc	ARNT-TACC3 inh	CASP6 VEID inh	RAD52 inh	ERp5 inh	RAD54 branch	esBAF inh
NC(=S)NNC(=O)[C@@H]1CCCC[C@@H]1C(=O)O	2	/	-3	/	/	/	-3	-4
CCOc1ccc(Cn2c(=O)oc3ccccc32)cc1	2	0.6	-3	2	9	1	-16	4
O=C(C(Cl)c1ccccc1)N1CCCC1 (centres undefined)	5	-0.1	-2	-9	-16	2	-2	-9
COc1ccc(N2CCN(C(=O)COC(=O)c3nc(Cl)ccc3Cl)CC2)cc1	2	0.3	/	1	-11	2	-14	0
Cc1ccc(S(=O)(=O)N[C@H]2CC[C@@H](CC(=O)NCc3ccc(Cl)c(Cl)c3)O[C@@H]2CO)cc1	-3	0.0	-19	2	-2	-10	7	8
O=C(CSc1nc2ccccc2c2nc3ccccc3n12)NCc1ccco1	-1	/	-1	/	/	/	1	15
COc1ccc(NC(=O)c2cc(-c3cc(OC)c(OC)c(OC)c3)nc3ccccc23)c(OC)c1	1	/	25	-3	7	6	5	-6
CC(=O)N(C)C[C@H]1Oc2ncc(-c3ccc(C#N)cc3)cc2C(=O)N([C@H](C)CO)C[C@@H]1C	-1	0.2	-6	-1	15	-2	-4	-1
O=C([C@H](Cc1ccc(O)cc1)n1cc(CCO)nn1)N1CCNCC1	2	0.3	-18	10	-12	?	3	-5
CCCNC(=O)CCc1nnc2ccc(N3CCC(C)CC3)nn12	1	1.1	2	-4	-4	1	6	4
O=C(c1cc2c([nH]c1=O)CCCC2)N1CCc2c([nH]c3ccccc23)C1c1ccccc1F (centres undefined)	/	2.1	-4	1	-10	-2	/	/
COc1ccc(Cn2nnnc2C(c2cc3cc(C)ccc3[nH]c2=O)N2CCN(C)CC2)cc1 (centres undefined)	/	/	20	3	-11	10	/	/
Cc1c(C)c2ccc(OCC(=O)NCCCN3CCCC3=O)cc2oc1=O	-3	-0.3	-1	5	2	-14	1	-8
CCN(CC)S(=O)(=O)c1cc(C(=O)c2nccn2C)ccc1Cl	/	-2.1	2	0	3	-2	/	/
CC(C)c1ccc(/C=N/N2CCN(c3ccccn3)CC2)cc1	7	0.0	8	-3	-2	5	-1	/
C[C@@H]1CN([C@@H](C)CO)C(=O)c2cc(-c3cccc(C#N)c3)cnc2O[C@@H]1CN(C)Cc1ccncc1	-1	0.6	2	-1	-6	-2	-4	2
CCOc1ccc(NC(=O)CSc2nnc(C)n2CC)cc1	-1	-0.1	-5	-3	-1	4	-17	-8
Cc1cc(C)cc(NC(=O)CN2C(=O)COc3ccc(S(=O)(=O)N4CCCC4)cc32)c1	-3	/	-3	2	-14	1	4	1

Assay outcomes as filed in PubChem BioAssay.
